Screens from PubChem.
JMJD2A Tudor inh: qHTS Assay for Inhibitors of JMJD2A-Tudor Domain | Lysine-specific demethylase 4A (Homo sapiens), O75164 | AlphaScreen JMJD2A-Tudor / H3K4me3 peptide binding | Potency, µM (titrated, usually from 114 µM), without a hit: at the highest dose activity change, negative = inhibition, usual class: inhibitors | actives 4.4% (n = 390,000); further: potency means the concentration at half of the fitted maximal effect; on the % scale 0 is the no-effect control and ±100 the full control effect; nearly all actives have a fitted effect of over 50% in size
POLH inh: qHTS for Inhibitors of Polymerase Eta; recombinant Pol eta, fluorescent DNA replication assay; Potency, µM (highest dose often 114 µM), for the others: at the highest dose activity change, negative = inhibition, actives largely listed as inhibitors; actives 1.2% (n = 390,000); further: potency means the concentration at half of the fitted maximal effect; on the % scale 0 is the no-effect control and ±100 the full control effect
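Pol eta at 10 nM preincubated with compounds 15 min at room temperature; reaction started with fluorescent substrate (50 nM final) and read kinetically at 0 and 10 min.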
HP1b binding inh: HTS for Inhibitors of HP1-beta Chromodomain Interactions with Methylated Histone Tails | Chromobox protein homolog 1 (Homo sapiens), P83916 | AlphaScreen HP1-beta / biotin-H3K9me3 peptide binding | Potency, µM (series often up to 114 µM), for the others: at the highest dose activity change, negative = inhibition, usual class: inhibitors | actives 0.56% (n = 390,000) | AID 540317, 2011; further: potency means the concentration at half of the fitted maximal effect; nearly all actives have a fitted effect of over 70% in size; inactives centre near 23
Target sequence (P83916 whole entry, looked up): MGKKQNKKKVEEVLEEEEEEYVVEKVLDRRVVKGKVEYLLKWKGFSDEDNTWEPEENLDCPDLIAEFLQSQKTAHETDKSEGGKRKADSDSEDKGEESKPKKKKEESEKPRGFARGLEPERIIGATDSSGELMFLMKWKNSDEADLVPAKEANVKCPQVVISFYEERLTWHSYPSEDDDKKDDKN
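HP1-beta protein (50 nM final) preincubated 30 min at room temperature with biotinylated H3(1-18)K9me3 peptide (50 nM) in PBS pH 7.4, 0.01% Tween-20, then compound added for 30 min. AlphaScreen streptavidin donor/nickel chelate acceptor beads (10 ug/mL final), 30 min dark, luminescence read.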
BAZ2B inh: qHTS Assay for Inhibitors of BAZ2B | AlphaScreen BAZ2B-H3K14Ac peptide displacement | Potency, µM (titrated, usually from 114 µM), for inactives: at the top dose activity change, negative = inhibition, hits mostly inhibitors | actives 4.4% (n = 360,000) | AID 504333, 2011; further: potency means the concentration at half of the fitted maximal effect; on the % scale 0 is the no-effect control and ±100 the full control effect; nearly all actives have a fitted effect of over 60% in size
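BAZ2B (50 nM) with biotin-H3(5-23)K14Ac peptide (50 nM) in PBS pH 7.4, 0.01% Tween-20, preformed 30 min, then compound 30 min at room temperature; top concentration 110uM. AlphaScreen streptavidin donor/nickel chelate acceptor beads (10 ug/mL final), 20 min dark, signal read.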
G9a inh: qHTS Assay for Inhibitors of Histone Lysine Methyltransferase G9a. actives 8.8% (n = 350,000). G9a H3K9 monomethylation, AlphaScreen, 2 h. AID 504332, 2011. Potency, µM (highest dose often 102 µM), for the others: at the highest dose activity, negative = inhibition, usual class: inhibitors. Histone-lysine N-methyltransferase EHMT2 (Homo sapiens), Q96KQ7; further: potency means the concentration at half of the fitted maximal effect; on the % scale 0 is the no-effect control and ±100 the full control effect; nearly all actives have a fitted effect of over 75% in size
Target sequence (Q96KQ7 913-1193 limits assumed): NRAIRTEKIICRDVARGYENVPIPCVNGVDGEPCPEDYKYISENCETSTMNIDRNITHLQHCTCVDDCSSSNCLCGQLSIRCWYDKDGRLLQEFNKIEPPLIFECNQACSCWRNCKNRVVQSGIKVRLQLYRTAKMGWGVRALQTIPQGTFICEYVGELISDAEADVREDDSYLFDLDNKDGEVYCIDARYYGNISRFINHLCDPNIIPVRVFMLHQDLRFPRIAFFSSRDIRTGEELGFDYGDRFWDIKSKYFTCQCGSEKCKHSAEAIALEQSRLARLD
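Enzyme 20 nM + cpd, 15 min RT; add b-H3K9 pep 500 nM / SAM 20 uM; 2 h RT; anti-H3K9me1 Ab 0.5 ug/mL + SA donor / anti-rabbit acceptor beads 20 ug/mL each, 10 min; AlphaScreen read.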
Pin1 inh: qHTS Assay to Find Inhibitors of Pin1; Peptidyl-prolyl cis-trans isomerase NIMA-interacting 1 (Homo sapiens), Q13526; Pin1 FP peptide displacement, HiFluor488, 10 min; Potency, µM (top dose mostly 115 µM), inactives show at the highest dose activity, negative = inhibition, actives largely listed as inhibitors; actives 0.009% (n = 390,000); AID 504891, 2011; active means well fitted inhibition curve with a large enough effect in the polarisation, with a control signal flat, not every such curve was filed as active; inconclusive means small, poorly fitted or top-dose-only effect, or effect the other way, or a change in a side signal; inactive means no such curve, though single readings can be large or run the other way; the % refers to the polarisation; further: potency means the concentration at half of the fitted maximal effect; on the % scale 0 is the no-effect control and ±100 the full control effect
Target sequence (Q13526 whole entry, looked up): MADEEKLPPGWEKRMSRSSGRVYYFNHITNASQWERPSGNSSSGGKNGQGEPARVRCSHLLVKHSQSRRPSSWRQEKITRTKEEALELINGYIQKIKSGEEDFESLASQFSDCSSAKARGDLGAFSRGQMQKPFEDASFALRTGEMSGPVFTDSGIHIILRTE
PI4K2A inh: qHTS for small molecular inhibitors of PI4K2A; Phosphatidylinositol 4-kinase type 2-alpha (Homo sapiens), Q9BTU6; activity change, negative = inhibition, % at 76.9 µM; purified PI4K2A, ADP-Glo luminescence, 1 h; hits give low values; actives 0.13% (n = 420,000); in the data active means activity change below about -50%; inconclusive means mostly about -30% to -49%;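 further: -100% = wells without enzyme as full effect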
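Compounds are screened against recombinant PI4K2A using PI as substrate and ATP, the latter dispensed at 300 microM. Reactions run one hour at ambient temperature before ADP-Glo detection; full inhibition defined by wells lacking enzyme.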
GLS inhibitor: qHTS for Inhibitors of Glutaminase (GLS) | Glutaminase kidney isoform, mitochondrial (Homo sapiens), O94925 | GLS enzymatic activity, qHTS titration | Potency, µM (top dose mostly 45.5 µM), inactives show at the top dose activity change, negative = inhibition, actives largely listed as inhibitors | actives 0.21% (n = 410,000); further: potency means the concentration at half of the fitted maximal effect; on the % scale 0 is the no-effect control and ±100 the full control effect
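Assay buffer: 45 mM KH2PO4 pH 8.2, 0.02% Tween-20. hKGA acts on L-glutamine (1 mM solution added); product glutamate is reported by an oxidase/peroxidase Amplex Red coupling, with fluorescence taken at baseline and 30 min.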
Tb PGK inh: qHTS Assay to Find Inhibitors of Phosphoglycerate Kinase. Potency, µM (top dose mostly 57.5 µM), for inactives: at the highest dose activity change, negative = inhibition, usual class: inhibitors. actives 0.043% (n = 380,000). PGK/GAPDH coupled, Kinase-Glo luminescence, 60 min. AID 602233, 2012; further: potency means the concentration at half of the fitted maximal effect; on the % scale 0 is the no-effect control and ±100 the full control effect; nearly all actives have a fitted effect of over 60% in size
Target sequence (P07378 whole entry, looked up): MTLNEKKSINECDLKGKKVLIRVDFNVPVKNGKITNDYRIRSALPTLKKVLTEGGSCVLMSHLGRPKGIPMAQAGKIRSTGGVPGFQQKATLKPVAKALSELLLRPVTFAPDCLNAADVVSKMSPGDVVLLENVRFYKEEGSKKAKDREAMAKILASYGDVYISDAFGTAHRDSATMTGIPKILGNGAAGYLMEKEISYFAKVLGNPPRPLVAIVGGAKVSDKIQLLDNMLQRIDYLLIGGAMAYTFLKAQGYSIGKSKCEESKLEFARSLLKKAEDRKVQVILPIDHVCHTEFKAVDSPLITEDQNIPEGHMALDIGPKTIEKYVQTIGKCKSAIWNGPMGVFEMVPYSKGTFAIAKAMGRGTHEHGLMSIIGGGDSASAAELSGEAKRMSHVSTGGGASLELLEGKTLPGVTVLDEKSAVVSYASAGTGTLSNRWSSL
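Luminescent ATP detection (Kinase-Glo Plus) follows a 60-minute room-temperature incubation, with wells lacking PGK as controls. Buffer: 100 mM TEA (pH 7.6), 5 mM MgCl2, 0.01% Tween-20. Coupling enzyme GAPDH (100 nM final) supplies unstable 1,3-BPG in-well.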
Active calls of the source: *; i = inactive; ? = inconclusive; / = no result given; [ ] = remark or other dose. Unless noted, the call rests on the fitted dose curve; in most records, active means well fitted curve in the direction sought with a large enough effect; inconclusive means small, poorly fitted or top-dose-only effect, or another doubt; inactive means no such curve, though single readings can be large; an effect the other way counts as inactive or inconclusive.

SMILES	JMJD2A Tudor inh	POLH inh	HP1b binding inh	BAZ2B inh	G9a inh	Pin1 inh	PI4K2A inh	GLS inhibitor	Tb PGK inh
CCN(CC)S(=O)(=O)c1cccc(C(=O)N[C@H](C(=O)OCC(=O)NC(=O)NC)C(C)C)c1	0%	-4%	14%	-11%	15%[0.501 µM]	0%	-1	0%	-2%
Clc1ccc(-[n+]2c(-c3cccc(Br)c3)[nH]c3nc4ccccc4nc32)cc1	-10%	-2%	10%	-11%	13%[12.7 µM]	2%	0	0%	-4%
CCCCOc1ccc(C(=S)N2CCC(C(N)=O)CC2)cc1	-27%	-21%	18%	/	?	-3%	2	3%	-2%
N#Cc1ccc(OCC(=O)NC(=O)NC2CCS(=O)(=O)C2)cc1 (stereo not given)	-6%	-5%	28%	5%	-2%[12.7 µM]	4%	-4	-1%	5%
Cc1onc(-c2ccccc2)c1C(=O)N1CCCN(C(=O)c2c(-c3ccccc3)noc2C)CC1	-16%	-13%	14%	2%	-7%[12.7 µM]	-8%	2	4%	1%
CC(=O)c1ccccc1OCC(O)CN1CCN(C(c2ccccc2)c2ccccc2)CC1 (stereo not given)	-21%	-16%	0%	-34%	-40%[12.7 µM]	-5%	4	7%	-1%
CCOC(=O)C1CCCN(c2c(N3CCOCC3)c(=O)c2=O)C1 (stereo not given)	-21%	-13%	34%	-5%	-12%	-5%	-1	6%	-2%
CCCc1[nH]nc2c1C1(CCOC1C)C(C#N)=C(N)O2 (stereo not given)	0%[57.1 µM]	4%	48%[activator]	/	2%[59 µM]	-6%	2	17%	-4%
COc1ccc(NS(=O)(=O)c2cccc(C(=O)NNC(=O)CNC(=O)c3ccccc3)c2)cc1	-5%	-19%	34%[activator]	-18%	66%[activator]	2%	-3	25%	-5%
O=C(CCC(=O)Nc1cccc([N+](=O)[O-])c1)NCc1ccccc1	-5%	-19%	14%[57 µM]	-36%	-10%	0%	2	-1%	3%
CCOc1ccc(-n2c(SCC(=O)Nc3ccc(OC)cc3)nc3c(c2=O)SCC3)cc1	-22%	-9%	5%	-4%	4%[2.33 µM]	-3%	1	-1%	-14%
O=C(NCc1cccs1)C(=O)NCC(c1ccco1)N1CCN(c2ccccc2)CC1 (stereo not given)	-7%[11.4 µM]	28%	23%	/	?	-12%	0	26%	-3%
O=C(NCC(=O)N1CCN(S(=O)(=O)c2ccc3c(c2)OCCO3)CC1)c1ccccc1F	-9%	-3%	33%	/	/	-1%	0	-3%	i
Brc1ccc(-c2n(-c3ccccn3)c3ccccc3[n+]2-c2ccccn2)cc1	-21%	-14%	30%	-31%	?	-8%	-7	2%	-2%
O=S(=O)(c1ccc2c(c1)OCCO2)N1CCC(n2nnc3cc(F)ccc32)CC1	-16%[57.1 µM]	-4%	-1%	3%	?	26%	4	-1%	8%
CCn1c(NC2CCCCC2)nc2ccccc21	-9%	0%	17%	6%	-1%[12.7 µM]	1%	-2	30%	13%
CCOc1ccccc1NC(=O)C1CCN(C(=O)c2cccs2)CC1	-18%	-5%	32%	-15%	1%	-1%	-5	3%	i
C=CCNS(=O)(=O)CC12CCC(CC1=O)C2(C)C (stereo not given)	-7%	-2%	36%[activator]	-4%	21%	1%	0	-2%	3%
Cc1cc(Cl)ccc1N=C1N=C(N)c2ccccc21	-17%	-18%	27%	-33%	-14%	-5%	-1	-11%	i
COc1ccccc1CCNS(=O)(=O)c1ccc(N2CCCCS2(=O)=O)cc1	-2%	-17%	27%	-4%	12%[59 µM]	-2%	0	-17%	i
COc1ccc(CNc2oc(COc3cccc(C)c3)nc2C#N)cc1	?	-7%	?	14µM*	5µM*	0%	-1	-2%	3%
CC(C)CC1(C)N=C(c2ccccc2)C(=S)N1 (stereo not given)	-16%	-12%	24%	-22%	?	-7%	-7	-10%	-11%
Cc1nnc(SCc2ccc(Cl)c(Cl)c2)s1	44%[activator]	-16%	88%[activator]	42%[activator]	2%	-2%	3	16%	15%
CSc1ccc(-c2nc3cc(C)ccn3c2Nc2ccc(C)cc2)cc1	-16%	-4%	-7%	-10%	-2%[59 µM]	1%	-3	-5%	-3%
CC1CC(C)CN(CCCNC(=O)CC2Oc3ccccc3NC2=O)C1 (stereo not given)	-11%	-8%	31%	-4%	3%	7%	-8	2%	5%
Cc1cc(C)n(-c2ccc3nncn3n2)n1	-1%	-20%	36%	8%	/	-4%	1	-3%	0%
Cc1ccc(-n2c(CNc3ccc(F)cc3)nnc2SCC(=O)N2CCOCC2)cc1	3%	-8%	45%[activator]	6%	-4%[59 µM]	3%	5	17%	i
CCCn1c(=O)c2sccc2n2c(CCCC(=O)Nc3cccc(CC)c3)nnc12	-2%	-11%	36%	-20%	-1%[59 µM]	?	0	-4%	7%
COc1ccc(N2COC3c4cccc5cccc(c45)C32)cc1 (stereo not given)	63µM*	-13%	-38%	45µM*	?	0%	-2	4%	-8%
COc1ccc(-n2c(O)c(C=Nc3ccccc3)c3ccccc3c2=O)cc1OC	-10%	-18%	21%	-2%	2%	15%	-3	0%	i
O=C(c1ccc2ccccc2n1)N1CCN(c2ccccc2O)CC1	-26%	2%	12%	-8%	45µM*	0%	1	21%	-10%
O=C(O)Cc1csc(NC(=O)CSc2nnnn2-c2ccc(O)cc2)n1	-25%	-7%	35%	-16%	?	1%	-5	-22%	-4%
O=S(=O)(c1ccccc1)N1CN(c2ccc(F)cc2F)c2nc3ccccc3nc21	-13%	-13%	41%[activator]	/	/	25%	0	3%	-7%
O=C1Nc2ccccc2N=C(c2ccccc2)c2ccccc21	?	-17%	-11%	?	/	-4%	2	-11%	i
CC(NC(=O)C1CCN(C(=O)[C@@H]2Cc3ccccc3CN2)CC1)c1ccccc1 (stereo not given in full)	?	-5%	24%	-8%	?	-10%	0	7%	3%
O=S(=O)(NCCN1CCOCC1)c1cccc(C(F)(F)F)c1	-15%	-5%	57%[activator]	-5%	38%	-1%	-4	0%	-2%
O=C1C=C(NC2CCCC2)CC(c2ccccc2)C1 (stereo not given)	-20%[11.4 µM]	10%	38%[activator]	5%	12%	-7%	-2	2%	12%
CC(=O)N1N=C(c2ccc(C)o2)CC1c1ccc(F)cc1 (stereo not given)	1%	-12%	27%	-6%	?	-2%	-1	21%	1%
Cc1nc(SCC(=O)Nc2ccc(F)cc2)c2oc3ccccc3c2n1	-4%	-13%	24%	3%	1%[2.33 µM]	-3%	0	-10%	-8%
CN(Cc1nc(-c2cccnc2)no1)S(=O)(=O)c1ccccc1	-25%	-7%	30%	-1%	-51%[59 µM]	6%	3	-11%	-7%

Quoted at random: 2 compounds from above.
SMILES	JMJD2A Tudor inh	POLH inh	HP1b binding inh	BAZ2B inh	G9a inh	Pin1 inh	PI4K2A inh	GLS inhibitor	Tb PGK inh
COc1ccc(CNc2oc(COc3cccc(C)c3)nc2C#N)cc1	?	-7%	?	14µM*	5µM*	0%	-1	-2%	3%
O=S(=O)(NCCN1CCOCC1)c1cccc(C(F)(F)F)c1	-15%	-5%	57%[activator]	-5%	38%	-1%	-4	0%	-2%

The results go on:
SMILES	JMJD2A Tudor inh	POLH inh	HP1b binding inh	BAZ2B inh	G9a inh	Pin1 inh	PI4K2A inh	GLS inhibitor	Tb PGK inh
O=S(=O)(c1ccc(-c2cc(C(F)(F)F)on2)s1)N1CCCC1	9%	-13%	20%	13%	/	0%	0	-9%	7%
Cc1ccc(-c2noc(CSc3ccccc3)n2)cc1	140%[activator]	-12%	353%[activator]	321%[activator]	463%[activator]	6%	4	2%	-3%
CCc1ccc(/C=C2\Oc3cc(OS(C)(=O)=O)ccc3C2=O)cc1	?	-16%	-1%	?	-7%[59 µM]	5%	5	4%	8%
CCC1Sc2ccc(S(=O)(=O)Nc3cc(OC)cc(OC)c3)cc2NC1=O (stereo not given)	-19%	-9%	12%[57 µM]	-14%	/	?	0	16%	6%
CN(C)S(=O)(=O)c1ccc(C(=O)Nc2ccc(F)cc2F)cc1	-9%	-3%	36%	11%	?	2%	1	4%	-7%
COc1cccc(NC(=O)C2CCN(c3cnccn3)CC2)c1	-13%	-5%	18%	-35%	-9%	-2%	-2	2%	-5%
COC(=O)c1ccc(NC(CC(C)C)C(=O)OC)c([N+](=O)[O-])c1 (stereo not given)	?	-27%	-13%	?	40µM*	3%	1	3%	0%
Cc1nn(C)cc1/C=N/NC(=O)Cn1cncn1	3%	-22%	24%	-2%	45%	-15%	1	0%	i
O=C(c1ccc(=O)[nH]c1)N1CCCc2ccccc21	-5%	-7%	18%	12%	-3%[2.33 µM]	2%	3	-1%	0%
N#Cc1cccc(C(=O)N(CCc2ccccc2)Cc2cccs2)c1	11%	-22%	38%[activator]	-1%	-4%	-4%	-1	6%	-3%
COc1cc(C(=O)NC(=S)Nc2ccc3oc(=O)ccc3c2)cc(OC)c1OC	-10%	4%	-6%	-3%	?	17%	-2	0%	0%

Only part of the results is shown (hit frequency here may not be typical).
